Assay outcomes as filed in PubChem.
Dynein cargo inh = inhibitors of GR-EGFP nuclear translocation, primary screen, dynein cargo transport inhibitor project, imaging, high-content, 3617.4 mouse cells; hit rate 0.47% among 220,000; z-score, hits read low; test concentration mostly 20 µM; stimulated with dexamethasone, 1 µM; hits give low values;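 active = plate z-score of nuclear minus cytoplasmic receptor signal below a set negative limit, without overly bright fluorescence or cell loss, cut at about -3.5 in these data, passing the limit was not always enough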;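 note: z-score of nuclear minus cytoplasmic ring GR-EGFP intensity difference per well; some compounds called inactive have numbers as strong as hits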
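Buffer or medium: tet-free, stripped-serum medium; Also added: dexamethasone, 1.0 µM final; Technique: high-content fluorescence imaging after fixation; Times: 48 h induction, 1 h compound, 30 min dex at 37 °C; Read-out: per-cell GR-EGFP intensity, nucleus versus surrounding cytoplasmic ring, well-averaged.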
P. falciparum M17LAP = P. falciparum M17LAP inhibitors, primary screen, biochemical, fluorogenic H-Leu-NHMec substrate, 1536-well (AID 1619); Leucine aminopeptidase (Plasmodium falciparum (isolate 3D7)); recombinant M17LAP, H-Leu-NHMec fluorogenic kinetic assay; higher % means a stronger effect; inhibition, % at 30 µM, or IC50 in µM where a hit was titrated; hit rate 0.38% among 220,000;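 active = compound inhibiting the enzyme by more than half at any dose during confirmatory dose-response retesting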;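 note: plate controls were full reaction with DMSO carrier for no effect and no enzyme background for full effect; strong numbers were not always called active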
Yfh1-depleted yeast = enhancers of respiration in Yfh1-depleted yeast, dose response, Friedreich's ataxia, plus single-dose screen (AID 1465); fold induction at 50 µM, or EC50 in µM where a hit was titrated; hit rate 0.074% among 220,000; S. cerevisiae Yfh1-off respiration, WST-1 reduction, 72 h; higher fold induction means a stronger effect;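 active = fold induction of absorbance versus untreated yeast above a set limit, then at least 30% activation at any dose in follow-up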;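 note: activators that raise dye reduction in frataxin-depleted yeast; strong numbers were not always called active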
NOD2 inhibition = NOD2 signaling inhibitors, cell-based, luminescence, uHTS, HEK293 (AID 1566); HEK293 NOD2/NF-kB luciferase reporter, luminescence; higher % means a stronger effect; inhibition, % at 4 µM; hits with a dose series show EC50 in µM; hit rate 0.63% among 290,000; in the data active = inhibition above about 50%; note: many of its hits are not listed in these tables
NOD1 NF-kB reporter = NOD1 signaling inhibitors, primary screen, cell-based, luminescence, uHTS (AID 1578) | hit rate 1% among 290,000 | inhibition, % at 4 µM; hits with a dose series show EC50 in µM | NOD1-driven NF-kB luciferase reporter cells, luminescence; higher % means a stronger effect; in the data active = inhibition mostly above about 36%, no sharp cut-off; inactive = mostly below about 34%;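 note: HEK-293T reporter cells stimulated with the NOD1 agonist gamma-tri-DAP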
Autophagy mod = autophagy modulators in MEF cells, primary screen, imaging, high-content, MEF GFP-LC3 | MEF GFP-LC3 puncta imaging; test concentration mostly 10 µM | calls only at 10 µM (by protocol) | hit rate 0.98% among 190,000 | AID 463193, 2010;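 active = percentage of spot-positive cells more than 3 SD above its plate mean, without a fluorescence outlier flag or 80% toxicity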;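 note: spot-positive cell cutoff set from DMSO-treated cells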
Ins promoter up = insulin promoter activators in MIN6 cells, imaging, high-content screening, mouse beta cells; MIN6 insulin promoter-GFP reporter; hits give high values; z-score at 5 µM; hit rate 0.3% among 190,000; AID 1625, 2009;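 active = z-score above 3 at 5 µM with at least 500 cells counted in the well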
b-catenin transl = modulators of beta-catenin nuclear translocation, primary screen, imaging, HeLa cells, immunofluorescence, high-content. AID 1665, 2009. hit rate 0.3% among 190,000. nuclear translocation activity, % at 5 µM;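 active = nuclear translocation activity above 50% at 5 µM, with a well cell count of 50 or more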;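 note: per-cell ratio of nuclear to cytoplasmic median beta-catenin stain intensity; plate controls were DMSO negative control for no effect and GSK-3 inhibitor IX positive control for full effect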
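Test system: human HeLa cell line; Doses: 5 µM primary, 0.02–20 µM confirmation; Incubation: 24 h compound exposure, 37°C; Detection: beta-catenin immunofluorescence imaging with DAPI; Read-out: beta-catenin nuclear/cytoplasmic ratio, % activation.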
MT stabilize HCS = microtubule stabilizers in HeLa cells, primary screen, imaging, high-content imaging; HeLa tubulin immunostaining HCS, 24 h; share of cells brighter than vehicle mean+2SD; % tubulin-high responders, % at 10 µM; hit rate 0.83% among 200,000;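 active = plate Z-score above 3 for both tubulin-high and condensed-nucleus cell shares, with cell loss under 80%, at 10 µM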;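 note: anti alpha tubulin signal scored within the nucleus-defined area of each cell; some results filed as inactive read as strong as hits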
Dynein cargo inh cytoplasmic EGFP = second read-out of Dynein cargo inh, no call of its own (marks repeat the call); z-score; measured here: cytoplasmic GR-EGFP intensity; hits give high values
Dynein cargo inh nuclear GR-EGFP = also measured in Dynein cargo inh; calls as there; z-score; measured here: nuclear GR-EGFP intensity;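 lower value marks the stronger effect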
Dynein cargo inh cell count = recorded beside Dynein cargo inh, whose call it bears; z-score; measured here: cell count per field
Ins promoter up cell count = recorded beside Ins promoter up, whose call it bears; cell count; measured here: cytotoxicity, nuclei count;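 total cells summed across four imaged fields per well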
b-catenin transl cell count 5 µM = second read-out of b-catenin transl, no call of its own (marks repeat the call); cell count; measured here: cell count, cytotoxicity flag
MT stabilize HCS Hoechst-high % = further read-out of MT stabilize HCS, marked with its call; % Hoechst-high responders; measured here: nuclear condensation Hoechst responders;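 share of cells brighter than vehicle mean plus two SD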
MT stabilize HCS cytotoxicity % = recorded beside MT stabilize HCS, whose call it bears; toxicity, %; measured here: cytotoxicity by cell density;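 0% = mean cell density of plate MIN control wells and 100% = no cells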
Autophagy mod cell loss 18 h = further read-out of Autophagy mod, marked with its call; toxicity, %; measured here: cell loss, nuclei count;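 cell loss after 18 h compound exposure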
* = called active by the depositor; i = inactive; . = no result given.

SMILES	Dynein cargo inh	Dynein cargo inh cytoplasmic EGFP	Dynein cargo inh nuclear GR-EGFP	Dynein cargo inh cell count	P. falciparum M17LAP	Yfh1-depleted yeast	NOD2 inhibition	NOD1 NF-kB reporter	Autophagy mod	Autophagy mod cell loss 18 h	Ins promoter up	Ins promoter up cell count	b-catenin transl	b-catenin transl cell count 5 µM	MT stabilize HCS	MT stabilize HCS Hoechst-high %	MT stabilize HCS cytotoxicity %
CCOC(=O)CSc1nc(C)c2ccccc2n1	0.17	-0.26	0.027	0.22	-12%	i	3%	-17%	i	8	-0.09	1001	-4.3	1211	4.2	2.4	2.4
COc1cc(Cn2ccnc2)c(OC)cc1Cn1ccnc1	-0.32	-0.13	0.27	0.23	14%	i	15%	6%	i	-2	0.49	1173	-8.0	993	1.9	0.8	2.9
CC(=O)Nc1ccc(NC(=O)C(C)N2CCN(S(=O)(=O)c3ccc(C)cc3)CC2)cc1 (stereo not given)	-1.2	-0.24	-0.5	0.25	7%	i	7%	-30%	i	22	-0.14	1331	-3.7	1138	2.7	1.4	9.7
Cn1c(CSCc2ccc(F)cc2)nnc1SCC(=O)Nc1cccc(C(=O)O)c1	0.069	-0.27	0.47	0.23	12%	i	21%	6%	.	.	0.21	1034	-0.6	1278	.	.	.
O=C(NC(=S)Nc1nc2ccccc2s1)c1ccco1	-1.1	-0.25	-0.33	0.63	36%	i	-61%	-44%	i	16	-0.32	1470	-0.6	1015	5.5	1.9	3.6
COc1ccc(C(=O)c2ccc(Cl)cc2Cl)cc1	-0.89	-0.13	-0.32	0.43	5%	i	9%	-6%	i	-1	-0.41	1011	-6.3	1268	2.1	1.7	0.8
C/C(=N\NC(=O)c1ccc(CSc2cccc3cccnc23)cc1)C1CCCCC1	-1.1	-0.29	-0.91	1.3	-26%	i	-11%	-17%	i	10	0.09	1400	.	.	2.2	2.3	5.5
CC(=O)c1cccc(CN2CCCC(CCC(=O)NCc3ccc(F)c(F)c3)C2)c1 (stereo not given)	-0.56	-0.13	-0.37	-0.27	5%	i	12%	-36%	i	4	.	.	-0.8	965	1.2	2.3	8.2
COCCn1c(CN(C)Cc2ccccc2)nc2c1c(=O)n(C)c(=O)n2C	-0.48	-0.29	-0.11	0.76	3%	i	19%	3%	i	-5	-1.5	900	-6.5	1123	2.0	3.4	13
Cc1ccccc1C(OCCN(C(C)C)C(C)C)c1ccccc1 (stereo not given)	-0.76	-0.22	-0.19	0.28	-15%	i	-39%	-40%	i	5	-1.2	1383	-2.1	1062	2.5	2.2	13
O=c1[nH]n2c(=O)c3c([nH]c2c1N=Nc1cccc(Cl)c1)CCCC3	1.2	-0.11	0.57	-2	22%	i	19%	-10%	i	-6	.	.	0.7	406	5.3	1.8	4.2
NC(=O)c1cnn2c(C(F)(F)F)cc(-c3ccccc3)nc12	-0.12	-0.21	0.1	-0.84	5%	i	1%	2%	i	0	-0.31	1189	5.0	1008	1.8	1.0	5.3
CCOC(=O)c1c(N)sc(C(C)=O)c1C	-1.1	-0.24	-1.1	0.83	-1%	i	1%	-12%	i	-2	0.27	1583	9.5	1048	3.6	2.5	0.2
Cn1c(CNC(=O)c2ccc(Cl)c(Cl)c2)nnc1SCC(=O)Nc1sc2c(c1C#N)CCCC2	0.71	-0.12	0.71	-0.49	-2%	i	13%	-32%	i	-2	-0.32	869	.	.	8.3	4.5	1.3
O=C(CN1CCN(c2ccccc2O)CC1)Nc1ccc2c(c1)CCC2	0.11	-0.16	-0.065	-0.25	11%	i	2%	-19%	i	-1	-0.39	1595	-0.7	1140	5.6	1.9	7.1
CCN(CCn1cccn1)C(=O)CC1C(=O)NCCN1Cc1cc(OC)cc(OC)c1 (stereo not given)	-0.46	-0.29	-0.41	0.86	2%	i	-22%	24%	i	21	-0.14	1292	-0.2	1097	4.1	2.2	6.0
S=C1NCCOCCOCCOCCNC(=S)NCCOCCOCCOCCN1	-1	-0.26	-0.94	0.77	-4%	i	3%	-23%	i	2	.	.	.	.	2.2	1.8	6.9
C/C(=N\N1CCN(c2ccc(Cl)cc2)CC1)c1cccs1	0.013	-0.27	-0.097	-0.041	1%	i	-2%	-22%	i	3	0.65	1293	0.5	915	2.8	1.6	1.7
O=C(Cc1ccc(Cl)cc1)Nc1ccc(-c2cc3ccccc3oc2=O)c(Cl)c1	-0.21	-0.27	-0.17	-0.63	-17%	i	-5%	-37%	i	16	0.53	930	102*	250*	7.6	68	24
CCOc1ccccc1NC(=O)CN1C(=O)COc2ccc(Cl)cc21	3.2	0.25	2.4	-1.1	-4%	i	11%	13%	i	7	0.42	799	2.1	1146	7.2	2.4	2.2
Cc1cccc(N(C(=O)CNC(=O)c2ccco2)C(C(=O)NC2CCCC2)c2cccnc2)c1 (stereo not given)	-0.43	-0.23	-0.096	0.11	2%	i	13%	0%	i	4	0.03	1671	2.9	1384	1.5	2.2	12
CCOC(=O)C1CCN(C(=O)CNC(=O)OC(C)(C)C)CC1	-0.28	-0.22	-0.24	0.42	-10%	i	9%	-18%	i	26	0.03	1262	-5.2	1262	0.9	1.1	3.3
O=C(c1ccc([N+](=O)[O-])c(CS(=O)(=O)c2ccc(Cl)cc2)c1)N1CCCCC1	0.46	-0.21	0.33	0.42	7%	i	12%	11%	i	-11	0.07	1171	-2.4	1012	1.9	1.4	7.0
CCN(CC)S(=O)(=O)c1cccc(-c2nnc(C(=O)c3ccc(C(F)(F)F)cc3)o2)c1	-0.037	-0.2	-0.22	0.49	-3%	i	-9%	10%	i	-4	-0.25	1221	0.4	1188	1.7	1.3	3.8
O=C(O)c1cc(NC(=S)NC(=O)C(c2ccccc2)c2ccccc2)ccc1Cl	1.2	-0.16	0.47	-0.3	4%	i	6%	-20%	i	-2	0.21	1385	-0.2	1563	1.6	1.5	3.7
CCOc1cccc(OCCOCCNC(C)(C)C)c1	2.1	-0.19	1.2	-2	12%	i	-19%	-25%	i	0	-0.62	1182	3.2	472	1.6	2.8	11
O=C(CSc1nnc2ccccn12)NCCc1ccc(F)cc1	1.1	-0.39	0.061	0.3	15%	i	-2%	-14%	i	6	1.1	1187	-0.9	1159	6.6	1.4	3.9
CS(=O)(=O)Nc1ccc(C(=O)N2CCN(c3ccccc3F)CC2)cc1	0.93	-0.28	0.82	-0.13	10%	i	4%	-9%	i	-4	.	.	-3.9	963	1.9	1.3	9.7
O=C(Cn1cnc2ccccc2c1=O)NCc1cccs1	-1.2	-0.19	-0.87	-0.16	7%	i	8%	-13%	i	12	-0.37	1283	-2.7	1115	1.9	1.8	2.7
CCN(C(=O)CN1CCN(c2ccc(OC)cc2)CC1)c1c(N)n(Cc2ccccc2)c(=O)[nH]c1=O	1.5	-0.27	0.78	-1	7%	i	5%	-13%	i	-10	.	.	-6.9	1323	4.3	2.1	3.0
Cc1ccc(-n2nc(C)c(=O)c(-c3ccccc3)c2NC(=O)C(C)C)cc1	-0.36	-0.86	-0.51	0.47	2%	i	7%	-7%	.	.	0.09	1052	-0.2	1348	.	.	.
CC(C)NS(=O)(=O)c1ccc(OCC(N)=O)c(Cl)c1	-0.25	-0.21	-0.2	0.54	0%	i	-8%	-15%	i	-9	1.1	1251	0.7	900	4.8	2.7	0.4
S=C(Nc1ccc(Oc2ccccc2)cc1)NC1CCCC1	0.73	0.71	0.97	-0.51	9%	i	-47%	-10%	i	28	-1	1369	1.1	1108	2.7	1.4	10
CCCCC#Cc1cncc(C(=O)N/N=C/c2ccccc2)c1	-0.14	-0.2	-0.18	0.066	-13%	i	25%	6%	.	.	-0.07	1377	-0.1	1362	.	.	.
COc1ccc(-c2nnc(SCC(=O)Nc3sc4c(c3C#N)CCC4)n2CC2CCCO2)cc1 (stereo not given)	0.0049	-0.14	0.86	-0.27	5%	i	21%	-12%	i	0	-0.32	1099	4.5	1095	2.6	1.8	6.2
CS(=O)(=O)N(CC(=O)NC1CCCC1)Cc1ccc(Cl)cc1	-0.63	-0.47	-0.33	0.65	-2%	i	-11%	-4%	i	0	-0.17	964	.	.	1.2	1.3	9.2
Cc1cccc(C)c1NC(=O)C1C2C=CC(C2)C1C(=O)NCc1ccccn1 (stereo not given)	0.3	-0.13	0.49	0.58	8%	i	10%	-6%	i	3	0.17	829	-1.4	988	3.5	2.2	4.6

A portion of the library; the hit share may differ from the screen's.
